Bioassay records (PubChem BioAssay)
12-LOX inh = blocks human arachidonate 12S-lipoxygenase; P18054; purified 12hLO, xylenol orange hydroperoxide absorbance; Potency, µM (doses to about 108 µM), without a hit: top-dose activity change, negative = inhibition, most hits filed as inhibitors; actives 1.1% (n = 580,000); AID 1671190; active = well fitted inhibition curve with a large enough effect; inconclusive = small, poorly fitted or top-dose-only effect, or another doubt; inactive = no such curve, though single readings can be large or run the other way
Target sequence (P18054 whole entry, looked up): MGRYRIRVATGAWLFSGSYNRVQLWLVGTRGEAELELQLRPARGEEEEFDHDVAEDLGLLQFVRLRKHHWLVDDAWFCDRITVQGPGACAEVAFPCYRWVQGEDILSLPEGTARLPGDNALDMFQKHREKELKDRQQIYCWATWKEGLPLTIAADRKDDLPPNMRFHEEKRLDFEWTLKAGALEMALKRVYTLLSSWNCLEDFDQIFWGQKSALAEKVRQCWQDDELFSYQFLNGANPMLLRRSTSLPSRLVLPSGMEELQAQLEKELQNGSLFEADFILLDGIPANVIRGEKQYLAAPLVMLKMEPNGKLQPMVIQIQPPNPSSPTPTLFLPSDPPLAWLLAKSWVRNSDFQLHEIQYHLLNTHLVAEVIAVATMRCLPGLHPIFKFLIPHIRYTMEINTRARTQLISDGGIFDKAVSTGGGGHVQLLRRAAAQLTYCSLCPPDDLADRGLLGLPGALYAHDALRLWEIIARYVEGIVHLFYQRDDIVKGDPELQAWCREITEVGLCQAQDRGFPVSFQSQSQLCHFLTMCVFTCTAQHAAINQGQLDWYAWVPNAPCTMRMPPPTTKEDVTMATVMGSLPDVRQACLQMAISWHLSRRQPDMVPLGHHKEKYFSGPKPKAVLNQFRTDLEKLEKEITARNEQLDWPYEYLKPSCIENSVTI
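Purified human 12hLO at 150 nM in 25 mM Hepes, 0.01% Triton X-100, pH 7.0, preincubated 15 min at room temperature with compound. Reaction started with 40 uM arachidonic acid, 30 min at room temperature. Hydroperoxide measured by Fe-xylenol orange, 573/405 nm absorbance ratio.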
* = called active by the depositor; ? = inconclusive; & = joins results of further samples; [ ] = dose if it differs, or a comment. % is set by controls: 0 for no effect and ±100 for the full control effect; potency is the fitted concentration of half-maximal effect. This is a subset; count on the stated rates, not on these rows.

Compound | 12-LOX inh
CCOc1ccc(CC(=O)N2CCC[C@H]2c2nc(-c3ccccc3Cl)no2)cc1OCC | 18.3%
CCCCNc1ccc2c(c1)OC[C@@H](Cc1ccccc1)NS2(=O)=O | ?
COCCC1(NS(C)(=O)=O)CCN(C(=O)c2c(C)noc2C)CC1 | 42.5%[activator]
CCC(=O)N1CC2(CN(C(=O)NC(C)C)C2)c2c(n(C)c3cc(OC)ccc23)[C@H]1CO | ?
NC(=NCCCCCCN=C(N)N=C(N)Nc1ccc(Cl)cc1)N=C(N)Nc1ccc(Cl)cc1 | ?
CC(C)c1ccc(S(=O)(=O)N2CCC(C(=O)Nc3nccs3)CC2)cc1 | -6.6%
COc1cccc(OC)c1C(=O)N1CCN(Cc2cc(=O)oc3cc(C)ccc23)CC1 | ?
COc1ccc2cc3[n+](cc2c1O)CCc1cc2c(cc1-3)OCO2 | ?
COc1ccc(C(=O)N[C@@H]2CN(c3ncccn3)C[C@H]2CN(C)C)cc1F | 47.0%[activator]
COc1ccc(NC(=O)CCc2ncc(-c3ccccc3Cl)o2)c(OC)c1 | 2.5%
CC(CCc1ccccc1)NC(=O)C1CC=CCC1 (configuration not stated) | 4.3%
CC1CCC(NC(=O)c2cc(Sc3ccc(F)cc3)nc3ccccc23)CC1 (configuration not stated) | -19.0%
Cc1nc(NCc2cnn(C)c2C)sc1-c1ccn(CC2COc3ccccc3O2)n1 (configuration not stated) | -0.9%
CC(=O)N1CCC(N2CC3(C2)C(=O)N(Cc2ccc(C)o2)C(=O)[C@@H]2C[C@@H](O)CN23)CC1 | 65.5%[activator][176 µM]
CC(C)Cc1cc(C(=O)N[C@H](C2CCNCC2)C2CC(O)C2)nc(N)n1 (some centres not stated) | ?
CC(C)CC(=O)N1CCCN(S(C)(=O)=O)c2ccccc21 | 40.0%
COc1cc(/C=C(/C#N)C(=O)c2cccc(C)c2)cc(Cl)c1O | 82.4%[activator]
O=C(CC12CC3CC(CC(C3)C1)C2)Nc1ccc(-c2nc3ccccc3o2)cc1 | -17.1%
Cc1cc(C)cc(Cn2cc(CN3CC(N4CCCCC4)CS3(=O)=O)nn2)c1 (configuration not stated) | 0.0%
CCOCc1nc(C2CCCN(C(=O)C3(c4ccc(OC)cc4)CC3)C2)no1 (configuration not stated) | 14.1%
Cc1noc(-c2ccc(OCc3ccccc3F)cc2O)c1-c1ccccc1 | 5.7%
COc1ccc(C(NC(=O)c2sc(-c3ccsc3)nc2C)c2nccn2C)cc1 (configuration not stated) | ?
Cc1ncsc1C1N(C2CCN(C(=O)c3cnccn3)CC2)C(=O)C12CCCC2 (configuration not stated) | 23.3%
NC(=O)c1ccc(NC(=O)/C=C/c2ccc(Cl)c(C(F)(F)F)c2)cc1 | ?
CC(C)c1ccc(N2C(=O)N[C@@H]3CCN(C(=O)C4CCCCC4)[C@@H]3C2=O)cc1 | 14.8%[176 µM]
CCCOc1nccnc1NC1CCN(C(=O)c2ccsc2)CC1 | 14.3%
CCCC(=O)Nc1ccc2oc(-c3ccc(OC)c(Cl)c3)nc2c1 | -4.5%
CCCn1c(C)cnc1CC1CCN(C(=O)CC2CCCC2)C1 (configuration not stated) | 20.1%
COc1ccc(C2=C(O)C(=O)N(CCc3ccccc3)C2c2ccc(C(=O)O)cc2)cc1 (configuration not stated) | 17.8µM*
c1cnc2nc(-c3c[nH]c4ncccc34)[nH]c2c1 | 40.2%&56.0%[activator][176 µM]
COC1C(=O)N(c2cccc(F)c2)C12CCN(C(=O)c1ccncc1)CC2 (configuration not stated) | 32.5%
Cc1ccc(-n2nnc(-c3nsc(NC(=O)c4ccc(Cl)cc4)n3)c2C)cc1F | -14.3%
COc1cc(OC)c(OC)cc1CN1C[C@@H]2C(=O)N(C)C(=O)[C@@H]2C1 | 21.3%
O=C(CCS(=O)(=O)c1ccc(Cl)cc1)OCc1ccccc1 | -25.7%
CCNc1ncc(C(=O)N[C@H](C2CCNCC2)C2CC(O)C2)cn1 (some centres not stated) | ?
CNC(=O)c1cc[nH]c1C1CCCN(C(=O)CC2=CCCCC2)C1 (configuration not stated) | 1.0%
O=C(Nc1ccc(F)cc1)c1cc(-c2ccco2)on1 | 2.1%
Cc1ccc2cc(/C=C/C(=O)NC3CCCC3)oc2c1 | -31.9%
CN(c1ncccc1CNc1nc(Nc2ccc3c(c2)CC(=O)N3)ncc1C(F)(F)F)S(C)(=O)=O | ?
COCCOCC(=O)N1CC(Oc2cccc(-c3nc(C)no3)c2)C1 | 42.7%[activator]
CCOc1cc(/C=C/C(=O)c2ccc(C3CCCCC3)cc2)ccc1OC | -65.8%
COc1cc(Cl)ccc1C(=O)NC1CCN(c2cc(-c3ccccc3)[nH]n2)CC1 | 6.3%
CC(C)N1C[C@H](O)C[C@H]1c1nnc2n1CCN(C(=O)CN1CCCC1=O)CC2 | 27.9%
CN(C)C(=O)Cc1cccc(N)c1 | -8.5%
O=C(Nc1ccc2c(c1)OCCO2)N1CCN(C(=O)N2CC3CC(C2)[C@H]2CCCC(=O)N2C3)CC1 (some centres not stated) | 35.0%[activator]
O=C(c1ccccc1OCC1CCCN(Cc2ccc(O)c(F)c2)C1)N1CCCCC1 (configuration not stated) | 1.1%
COCCOc1ccnc(-c2noc([C@@H]3CCCN3Cc3ccncc3)n2)c1 | 61.7%[activator][176 µM]
CC(=O)NCCNC[C@@H]1C=C(C)[C@H](Cc2nnc(-c3ccccc3)o2)C[C@H]1C(C)C | 21.8%[176 µM]
C=CCNc1nc(C(=O)OCC(=O)N(C)Cc2ccccc2)cs1 | ?
O=C(CCc1ncc(-c2ccc(F)cc2)o1)NCc1cccc(Cl)c1 | ?

(more compounds)
Compound | 12-LOX inh
CC1CCC/C(=C(/C#N)c2nc(-c3ccccc3O)cs2)C1 (configuration not stated) | 7.0%
CCCCNC(=O)C[C@@H]1C[C@@]2(C(=O)OCC)CCC=C2N(Cc2ccc(Cl)cc2Cl)C1=O | -5.6%
O=C(c1ccoc1)N1CCC(Cc2nc(C3CC3)n[nH]2)C1 (configuration not stated) | -3.1%
C=CCNC(=O)NC(=O)CN(C)Cc1ccc(C(F)(F)F)cc1 | -39.9%
COc1ccc(CN2C(=O)COC[C@H]2C(=O)NCc2ccc(F)cc2F)cc1OC | -4.9%
Cc1ccc(N)cc1CN1CCN(c2ncc(Cc3ccccc3)cn2)CC1 | -9.0%
O=C(Cc1ccc(-c2ccccc2)cc1)Nc1ccccc1C(F)(F)F | -24.1%
CCc1cccc(NC(=O)Cc2csc(NC(=O)c3ccoc3C)n2)c1 | -12.9%
Cc1ccc(C(=O)N(C)CC2CCOCC2)cc1F | -9.3%
Cc1ccsc1CN(CC1CCCO1)C(=O)COc1cc(C)c(Cl)c(C)c1 (configuration not stated) | 0.7%

More entries follow.
Structure | 12-LOX inh
Cc1ccccc1-c1nc(C#N)c(N2CCN(c3ccccc3)CC2)o1 | ?
CN(Cc1ccc(CCN)cc1)Cc1cccc(-n2cccn2)c1 | -0.4%
O=C(OCC(=O)N1CCc2ccccc21)c1ccc(Cl)c([N+](=O)[O-])c1 | -23.6%
CN(C)[S+](=O)([O-])c1ccc2c(c1)OCCN(Cc1ccsc1)C2 | 2.7%[176 µM]
O=C(c1cc(Br)ccc1Cl)N(C1CCCCC1)C1CCCCC1 | -27.3%
Cc1ccc(-c2nc(-c3ccc(C(C)(C)C)cc3)c(C)s2)cc1 | 8.0%
O=C(Nc1ccc(F)cc1F)c1cc(-c2ccc[nH]2)n[nH]1 | 11.2µM*
CCOc1ccc(S(=O)(=O)[C@H]2CS(=O)(=O)C[C@@H]2N2CCN(c3ncccn3)CC2)cc1 | 23.4%
Cc1nc(SCC(=O)Nc2ccccc2)oc1C | 12.1%
CSC1=N/C(=C\c2ccccc2Br)C(=O)S1 | ?
CC(C)OCCCNC(=O)CCC1CCN(C(=O)c2ccccc2F)CC1 | 45.2%[activator]
Clc1cccc(-n2nnnc2NCc2ccccc2Oc2ccccn2)c1Cl | 12.2µM*

6 compounds picked at random from those above:
Structure | 12-LOX inh
CN(Cc1ccc(CCN)cc1)Cc1cccc(-n2cccn2)c1 | -0.4%
CC(C)OCCCNC(=O)CCC1CCN(C(=O)c2ccccc2F)CC1 | 45.2%[activator]
Cc1ccccc1-c1nc(C#N)c(N2CCN(c3ccccc3)CC2)o1 | ?
Cc1ccc(-c2nc(-c3ccc(C(C)(C)C)cc3)c(C)s2)cc1 | 8.0%
O=C(OCC(=O)N1CCc2ccccc21)c1ccc(Cl)c([N+](=O)[O-])c1 | -23.6%
CSC1=N/C(=C\c2ccccc2Br)C(=O)S1 | ?

Next part.
Structure | 12-LOX inh
Cc1ccc(-c2cn3c(n2)CO[C@@H](CNC(=O)c2ccccc2)C3)cc1 | 17.1%[176 µM]
CCOc1ccc(NC(=O)Cn2c(-c3cnccn3)nc(C)c(C)c2=O)cc1 | 8.3%
Cc1ccc(-c2cc(C(=O)NC(C)CCc3ccccc3)c3cc(Br)ccc3n2)cc1 (configuration not stated) | -9.3%
CC(=O)Nc1cccc(C(=O)N2CCC(c3n[nH]c(=O)n3-c3ccc(C)cc3)CC2)c1 | ?
CN1CCC(=NNC(=O)C(=O)NCCc2ccccc2)CC1 | 18.8%
CN(C)c1ccc(NC(=O)/C=C/c2ccccc2)cc1 | ?
O=C([C@@H]1C[C@H](Oc2ccccc2)CN1C(=O)CN1CCCCCC1)N1CCOCC1 | 2.0%
Cn1nccc1C(=O)N1CCC2(CC1)CC(Cc1nc(C3CC3)no1)CCO2 (configuration not stated) | 39.7%
O=C(NC1CCCC1)N1CCCC(c2noc(COc3ccccc3)n2)C1 (configuration not stated) | 43.4%[activator]
NC(=O)CCC(NC(=O)C1(c2ccccc2)CCCC1)C(N)=O (configuration not stated) | 2.4%
COc1ccc([S+](=O)([O-])c2nnn3c2nc(N2CCC(F)CC2)c2ccccc23)cc1 | ?
Cn1nccc1C(=O)N1CCCCCCNC(=O)[C@@H]2C[C@@H](c3nc(-c4cccnc4)no3)C[C@@H]21 | 15.9%
CC(C)(C)c1ccc2c(c1)C(C[C@H]1CN(S(C)(=O)=O)CC[C@H]1CC(=O)O)=NCC2 | 5.0%[176 µM]
CC(N)(CCc1ccccc1)C(=O)O (configuration not stated) | ?
Cc1nccn1CC1CCN(C(=O)c2cn(C3CCC(N)CC3)nn2)CC1 (configuration not stated) | 5.9%
CC(C)(C)CC(=O)NC[C@H]1O[C@H](Cc2cc(-c3ccc(F)cc3)on2)CC[C@@H]1O | 38.6%[activator][176 µM]
O=C(Nc1ccccc1Cl)C1CCCN(c2ncnc3nc[nH]c23)C1 (configuration not stated) | -6.8%
CC(C)(CN(CCO)CCO)NS(=O)(=O)c1ccccc1 | -21.7%
COc1cncc(Nc2cnc3ccc(-c4ccc(OC)c(OC)c4)nn23)c1 | 78.2%[activator][176 µM]
CN(C)C1CCN(c2ccc(C(=O)N3CCC(N4CCOCC4)CC3)cn2)C1 (configuration not stated) | 31.0%
Cc1cc(C)c2oc(C(=O)Nc3ccccc3C)cc(=O)c2c1 | 36.4%
CCCN(CC1CC1)C(=O)[C@@H]1CN(S(=O)(=O)CC)C[C@H]1c1ccncc1 | 44.1%
CO[C@H]1C(=O)N(C(C)C)[C@H]1C1CCN(C(=O)c2cnn(C)c2)CC1 | 28.0%
COc1ccc(C(=O)N2CC(Oc3ccc(F)cc3C)C2)cc1 | 23.2%[176 µM]
CN1CCN(C(=O)C2CCCN(c3nc4ncccc4o3)C2)CC1 (configuration not stated) | 66.3%[activator][176 µM]
O=C(CN1CC2CC(C1)[C@H]1CCCC(=O)N1C2)NCCc1cccs1 (some centres not stated) | 42.1%[activator]
Cc1cccc(Cl)c1CNC(=O)c1c(C)noc1-c1ccccc1Cl | ?
CN1CCN(C(=O)c2cncc(N[C@H]3C[C@@H]4OCC[C@H]34)n2)CC1 | 121.9%[activator]
CC1=C[C@@H](CNC(=O)COc2ccccc2)[C@H](C(C)C)C[C@H]1CC(=O)NCCN1CCOCC1 | -24.6%
O=C(NC1CCN(Cc2ccccc2)CC1)c1cc2ccccc2[nH]1 | ?
COc1ccc(-n2nc3n(c2=O)CCN(Cc2ccsc2)C3)cc1 | 13.7%[6.33 µM]
COc1ccc2c(c1)CCN=C2C[C@H]1CN(C(=O)NC2CCCCC2)CC[C@H]1CC(=O)O | ?
O=C(Nc1c(N2CCCC2)c2ccccc2oc1=O)c1ccc(Br)o1 | -6.2%
CC(C)NS(=O)(=O)c1ccc2c(c1)nc(-c1ccc(CO)o1)n2C(C)C | ?
O=C(/C=C/c1ccc(-c2ccccc2Cl)o1)c1ccccc1Br | 4.47µM*
O=C(Nc1ccc(F)cc1)C(c1cc2ccccc2o1)N1CCN(c2cccc(C(F)(F)F)n2)CC1 (configuration not stated) | -3.4%

Of the compounds above, these have a cyano group.
Structure | 12-LOX inh
COc1cc(/C=C(/C#N)C(=O)c2cccc(C)c2)cc(Cl)c1O | 82.4%[activator]
CC1CCC/C(=C(/C#N)c2nc(-c3ccccc3O)cs2)C1 (configuration not stated) | 7.0%
Cc1ccccc1-c1nc(C#N)c(N2CCN(c3ccccc3)CC2)o1 | ?

The list goes on:
Structure | 12-LOX inh
COc1cc(NC(=O)c2cc3c(N4CCSCC4)nc(C)cn3n2)cc(OC)c1OC | 14.9%
Cc1cc(C)cc(Nc2nc(NC3CCCC3)nc3c2cnn3-c2ccccc2)c1 | -23.7%
COc1ccc(CNC(=O)N2CCCCC2c2nc(-c3ccncc3)n[nH]2)cc1 (configuration not stated) | ?
COc1ccc(NC(=O)c2sc3ncnc(N(C)c4ccccc4)c3c2C)cc1Cl | -5.7%
CCc1ccc(C(=O)N2CCCC(c3noc(-c4cc5c(=O)[nH]c(C)cn5n4)n3)C2)cc1 (configuration not stated) | 39.1%
O=C(OCc1ccccc1)c1cc(=O)c2ccccc2o1 | 14.7%
